CCHF vOTU inh – CCHFV vOTU protease inhibitors, primary screen, biochemical, Pep-AMC substrate, fluorescence; Crimean-Congo hemorrhagic fever virus L polyprotein viral ovarian tumor (vOTU) protease …; inhibition, % at 11.5 µM; 370,000 tested, 0.55% active; note: 0% = vehicle wells with enzyme and 100% = no enzyme wells
Mtb FBA inh – Mtb FBA enzyme inhibitors, primary screen, biochemical, fluorescence, strain H37Rv. purified M. tuberculosis FBA, fluorescence read-out. inhibition, % at 1 µM. 360,000 tested, 2.3% active. AID 588726, 2011; in the data active = inhibition above about 27%;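 note: 0% = vehicle and 100% = reference inhibitor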
Target sequence (P9WQA3 whole entry, looked up): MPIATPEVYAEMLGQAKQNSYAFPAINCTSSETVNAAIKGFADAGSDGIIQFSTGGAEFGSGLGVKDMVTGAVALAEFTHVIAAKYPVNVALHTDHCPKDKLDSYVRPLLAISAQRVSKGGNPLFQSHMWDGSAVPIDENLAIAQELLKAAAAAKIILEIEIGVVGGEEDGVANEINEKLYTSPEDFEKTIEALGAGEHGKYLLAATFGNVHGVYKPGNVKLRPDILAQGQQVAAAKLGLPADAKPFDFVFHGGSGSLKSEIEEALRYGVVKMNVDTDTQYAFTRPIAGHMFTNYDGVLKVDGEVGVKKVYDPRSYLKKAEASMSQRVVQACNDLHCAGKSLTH
UGM FP inh – M. tuberculosis UGM enzyme inhibitors, primary screen, biochemical, fluorescence polarization, single point. 320,000 tested, 0.06% active. inhibition, % at 10 µM. purified UGM, fluorescence polarization probe displacement; in the data active = inhibition above about 10%, passing the limit was not always enough; inconclusive = no clear call, values can overlap the other calls
Target sequence (P9WIQ1 whole entry, looked up): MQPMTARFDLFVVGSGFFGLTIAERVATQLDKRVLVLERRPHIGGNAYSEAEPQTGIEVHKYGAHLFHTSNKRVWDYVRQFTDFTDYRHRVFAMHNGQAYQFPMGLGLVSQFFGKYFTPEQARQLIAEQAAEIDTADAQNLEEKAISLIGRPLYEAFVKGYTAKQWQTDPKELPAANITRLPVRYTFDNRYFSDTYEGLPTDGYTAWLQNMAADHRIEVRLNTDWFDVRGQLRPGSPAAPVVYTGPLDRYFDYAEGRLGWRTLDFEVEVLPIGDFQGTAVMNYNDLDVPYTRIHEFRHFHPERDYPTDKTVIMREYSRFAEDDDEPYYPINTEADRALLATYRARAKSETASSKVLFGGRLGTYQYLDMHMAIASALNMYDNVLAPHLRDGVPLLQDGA
BoNT F protease – BoNT/F light chain protease inhibitors, primary screen, biochemical, flow cytometry, MLPCN library; Multiplex microsphere protease cleavage assay; inhibition, % at 10 µM; 360,000 tested, 0.22% active; AID 588497, 2011; in the data active = inhibition above about 35%, passing the limit was not always enough; inconclusive = no clear call, values can overlap the other calls; note: plate controls were buffer without enzyme for full effect and enzyme alone for no effect
BoNT-A LC inh2 – BoNT/A light chain protease inhibitors, primary screen, biochemical, flow cytometry, MLPCN library | inhibition, % at 10 µM | 360,000 tested, 0.17% active | Botulinum neurotoxin type A light chain protease (Clostridium botulinum A str. ATCC 3502) | multiplex microsphere protease substrate cleavage; in the data active = inhibition above about 30%; inconclusive = no clear call, values can overlap the other calls; note: plate controls were buffer without enzyme for full effect and enzyme alone for no effect
GDH-TPI counter – GDH-TPI coupling enzyme inhibitors, primary screen, artefact control for M. tuberculosis FBA inhibitor project, biochemical, absorbance, full deck; GDH-TPI coupled enzyme counterscreen, NADH absorbance; inhibition, % at 4.8 µM; 360,000 tested, 1.2% active; AID 588335, 2011;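 note: 0% = DMSO wells and 100% = wells lacking the enzyme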
BioA inh – M. tuberculosis BioA enzyme inhibitors, primary screen, biochemical, plate reader, single point, HTS; 360,000 tested, 0.096% active; inhibition, % at 9.99 µM; purified M. tuberculosis BioA enzyme; 7,8-diaminopelargonic acid synthase BioA (Mycobacterium tuberculosis); in the data active = inhibition above about 40%; inconclusive = no clear call, values can overlap the other calls
FadD28 FP inh – inhibitors of FadD28 bisubstrate probe binding, primary screen, biochemical, fluorescence polarization, single point; Mycobacterium tuberculosis FadD28 fatty-acid-AMP ligase; inhibition, % at 12.5 µM; 360,000 tested, 0.22% active; AID 588549, 2011; in the data active = inhibition above about 8.5%, passing the limit was not always enough; inconclusive = no clear call, values can overlap the other calls
PrPC surface inh – inhibitors of human cell surface prion protein PrPC, primary screen, cell-based, TR-FRET; TR-FRET read-out; 370,000 tested, 0.43% active; inhibition, % at 13.8 µM; AID 720596, 2013; Major prion protein (Homo sapiens), P04156; in the data active = inhibition above about 24%; note: 0% = median of the test wells and 100% = reference compound wells
Numbers without * were called inactive; u = inconclusive; x = not tested or not shown. Cut-off read from the data, not from the text of the source, unless noted: active = inhibition above about 30%; inactive = the rest.

SMILES	CCHF vOTU inh	Mtb FBA inh	UGM FP inh	BoNT F protease	BoNT-A LC inh2	GDH-TPI counter	BioA inh	FadD28 FP inh	PrPC surface inh
O=C(Nc1c(-c2ccccc2)nc2sccn12)c1ccccc1	4	0	-5.2	-10	-0.7	15	1.0	-0.4	-2
NC(=O)c1c(NC(=O)C2c3ccccc3Oc3ccccc32)sc2c1CCCCC2	7	0	-1.6	-2	1.8	6	-2.1	-0.6	1
O=C(CSc1ncn[nH]1)NCCC(c1ccccc1)c1ccccc1	0	-2	-1.7	-5	0.1	-10	0.7	-6.1	4
CC(=O)c1cccc(-c2cnc3c(NC=O)cc(-c4cccc(C(=O)N(C)C)c4)cn23)c1	2	-3	x	-5	-0.3	8	4.3	-2.3	-12
COc1ccc(S(=O)(=O)N2CCN(Cc3ccccc3)CC2)cc1	-7	5	-0.7	-15	-1.1	8	0.5	0.2	6
Cc1cc(OC(C)C(=O)NCCCn2ccnc2)c2c(C)cc(=O)oc2c1 (configuration not stated)	-49	96*	-1.2	6	1.9	0	0.3	-4.9	2
CCCS(=O)(=O)NC(=O)C1(C)CCN(C(=O)c2ccccc2Br)C1 (configuration not stated)	x	1	x	-1	0.1	12	0.0	-1.9	x
CC(=O)c1cccc(NC(=O)[C@@H](NC(N)=O)C(C)C)c1	-12	1	2.1	-2	-0.4	1	x	-0.6	1
Cn1ccnc1Sc1nnnn1-c1ccccc1	-3	-1	-0.2	-3	-1.0	-7	0.2	-4.8	-4
CCc1ccc(N2CC(C(=O)OCC(=O)NC3CCS(=O)(=O)C3)CC2=O)cc1 (configuration not stated)	-10	-6	-0.4	6	0.1	-8	-0.3	-4.0	-2
CC(Cc1ccccn1)NC(=O)c1ccc(OC2CCN(Cc3ccccn3)CC2)cc1 (configuration not stated)	7	1	-2.3	16	3.0	-1	0.2	0.5	-3
COc1ccccc1C(=O)NCCC(=O)Nc1ccncc1	-9	2	-0.2	-9	1.0	1	1.3	0.0	7
NC(=S)N/N=C/c1ccc([N+](=O)[O-])cc1	9	1	0.7	-1	-0.2	26	-0.4	0.0	-48
COCCCNC(=S)N1CCN(c2nc(-c3ccccc3)cs2)CC1	-4	-8	0.4	11	-1.4	-13	-0.5	-2.9	5
Cc1[nH]c(=O)[nH]c(=O)c1S(=O)(=O)Nc1ccc(F)c(Cl)c1	15	-1	1.9	-6	-1.7	8	0.9	-2.2	-3
Cn1c2ccccc2c2c(=O)oc3ccccc3c21	16	8	x	-8	-0.7	20	-1.2	-11	-3
O=C(c1cc(-c2ccncc2)nc2ccccc12)N1CCOCC1	-4	0	x	-6	1.1	10	0.0	1.6	-6
CCOc1c(Br)ccc2c1sc1nc[nH]c(=O)c12	7	-2	2.0	-10	-0.4	6	-2.5	-1.5	1
O=C(O)c1cnn(-c2ccccc2)c1-c1ccncc1	4	1	3.0	-8	2.1	9	0.6	2.0	-5
CC(C)Cn1c(N)c(C(=O)COC(=O)c2ccc(Cl)cc2)c(=O)n(C)c1=O	16	-5	0.4	0	-0.7	1	x	-9.0	-1
COCCn1c(SCC(=O)Nc2cc(OC)ccc2OC)nc2c(c1=O)SC(C)C2 (configuration not stated)	9	5	-0.3	9	0.2	17	x	-3.1	-5
S=c1[nH]nc(-c2ccccn2)n1/N=C/c1ccc(Cl)c(Cl)c1	-3	1	-1.1	-24	-0.7	-1	1.6	0.1	2
O=C(CSc1ccc([N+](=O)[O-])cc1)c1ccccc1	0	-3	x	-7	0.1	13	x	-4.3	-8
CCOC(=O)c1ccc(NC(=O)c2nc[nH]c2C(=O)NCCNC(=O)c2[nH]cnc2C(=O)Nc2ccc(C(=O)OCC)cc2)cc1	23	0	-1.2	-3	-0.8	8	-2.3	0.3	1
OC(CNCCc1ccc(C(F)(F)F)cc1)COc1cccc2ccccc12 (configuration not stated)	17	2	-0.2	-21	-0.2	5	x	-0.9	-8
O=C(c1ccc(CS(=O)c2cccc(Cl)c2)o1)N1CCN(c2ccccn2)CC1 (configuration not stated)	-8	-9	0.4	5	-3.1	-14	1.9	-3.0	4
Cc1cccc(C)c1N1C(=O)C(Cl)=C(N2CCCC2)C1=O	10	-5	-2.0	14	2.3	-4	1.1	-1.9	-15
Cc1ccc(/C=C/C(=O)O)cc1S(=O)(=O)N1CCCCC1	-5	1	-0.6	10	0.8	-4	-2.5	0.4	5
CN1/C(=C\C=C2C(=O)NC(=O)NC2=O)C(C)(C)c2ccccc21	36*	-47	7.1	-2	-0.7	-7	x	-0.2	-4
O=C(N/N=C/c1ccc(O)c(O)c1)C1CC1	3	-1	-1.8	8	0.5	12	-2.2	-0.3	3
COc1ccc2c(c1)sc(=N)n2CC(=O)Nc1cc(C)cc(C)c1	6	-5	1.7	-14	-1.8	-5	x	-3.9	8
O=C(OCC(=O)N1CCN(C(=O)c2ccco2)CC1)c1sc2ccccc2c1Cl	-3	0	-0.5	7	1.2	-4	0.1	-2.0	16
C=C(C)Cn1c(CCNC(=O)c2ccco2)nc2ccccc21	3	1	-0.2	-6	-3.8	-4	1.6	-0.7	0
CCOc1ccc(C(=O)N[C@H](C(=O)N2CCN(c3ncccn3)CC2)C(C)C)cc1	-7	-4	x	-2	-0.1	6	-0.7	0.5	-2
Cc1ccc(S(=O)(=O)NCc2nc(-c3ccccc3)no2)cc1	-4	-2	0.8	-1	2.2	-8	-0.2	-1.3	0
CCOC(=O)c1cc2c(=O)c3ccccc3oc2nc1C	-15	-1	1.3	-5	0.9	-3	2.2	-2.4	-6
COc1ccc(Cl)cc1NC(=O)CN1C(=O)NC2(CCCC2)C1=O	-3	-1	-0.9	3	0.6	0	1.2	-3.8	6
COC(=O)c1cc(C(=O)OC)cc(-n2c(C)cc(C=O)c2C)c1	4	-1	2.6	-6	-0.6	-2	x	-2.7	-3
COC(=O)c1cccc(-n2nnnc2SCC(=O)Nc2cc(C)on2)c1	-3	3	-0.4	-1	-0.8	6	0.3	-1.6	0
COc1cccc(/C=N/NC(=O)c2cc3c(OC)cccc3[nH]2)c1O	-7	-5	-1.9	1	0.6	12	1.2	-4.4	0
Cc1cc(C)c2nc(-c3ccncc3)cc(C(=O)N3CCN(Cc4ccccc4Cl)CC3)c2c1	19	0	0.5	2	1.2	4	-0.3	-3.8	-4
CC1CCCN(S(=O)(=O)c2ccc3c(c2)C(C)(C)C(=O)N3C)C1 (configuration not stated)	x	0	1.2	-4	0.0	-2	-0.3	-0.1	x
CCC(=O)c1cn(CC(=O)Nc2ccc(C)cc2C)c2ccccc12	2	2	2.0	x	x	3	-2.4	-1.0	3
CCC(C)NC(=O)CSc1nc2ccccc2c(=O)n1CCCC(=O)NCC1CCCO1 (configuration not stated)	-6	0	2.2	-2	u	11	-3.1	-0.6	4
CC(=NNC(=S)N1CCCC1)c1ccccn1	-4	-1	x	25	4.7	11	1.0	-0.9	6
Cc1ccc2nsnc2c1S(=O)(=O)N(Cc1ccco1)Cc1cc2ccc(C)c(C)c2[nH]c1=O	-3	3	x	-15	-4.6	6	-1.1	-1.5	0
O=C(CSc1ncnc2scc(-c3ccccc3)c12)NC1CCS(=O)(=O)C1 (configuration not stated)	13	0	-3.5	-6	-0.8	4	x	-3.7	5
COc1ccc(C(=O)Nc2cccc(C)c2)cc1S(=O)(=O)N1CCOCC1	-8	-4	-0.7	2	2.0	1	x	-3.4	-7
O=C(c1cc(-c2ccncc2)nc2ccc(Br)cc12)N1CCN(Cc2ccc3c(c2)OCO3)CC1	4	5	-4.2	0	-0.3	-7	x	-4.3	9
CC(=O)N1CCN(c2ccc(NC(=O)c3ccco3)cc2)CC1	17	0	1.2	6	-0.3	1	x	x	-9
Cn1nnc(NC(=S)NC(=O)c2cc(Cl)ccc2Cl)n1	-4	-3	-2.6	4	-1.6	-7	x	-0.1	-8
O=C1CCc2cc(S(=O)(=O)NCc3ccccc3)cc3c2N1CC3	8	1	-0.6	2	1.4	-2	0.6	-2.5	3
O=C(CCc1ccc(O)cc1)NN=Cc1ccc2c(c1)OCO2	-5	-3	x	-2	-0.1	12	0.5	-3.8	17
CC12CCC(=O)N1C(C(=O)NNC(=O)COc1cccc(C(F)(F)F)c1)CS2 (configuration not stated)	13	-3	3.0	0	-1.2	1	0.8	-0.1	-1
CC1=NN(Cc2ccccc2)C(=O)C1C(c1ccncc1)C(C#N)C#N (configuration not stated)	4	-2	-1.5	0	-0.3	18	x	-0.1	-12
NC(=O)C1(N2CCCCC2)CCN(C(=O)CSc2nc(C(F)(F)F)cc(=O)[nH]2)CC1	5	1	0.1	-1	-0.2	7	0.4	-2.0	-1
CC(C)(C)c1nnc(NC(=O)NS(=O)(=O)c2ccccc2)s1	-2	-1	-4.0	21	-0.5	-6	1.0	-2.1	0
CCN(CC)CCCNC(=O)CSc1c2c(nc3cc(Cl)ccc13)CCCC2	0	-2	-3.0	-2	0.4	11	x	-6.8	-4
Cc1cc(C)c2c(N)c(-c3nnc(SCc4ccc(Cl)cc4)n3C)sc2n1	-1	2	-0.4	u	u	-5	x	-4.1	4
Cc1ccc(S(=O)(=O)NC(=O)Nc2ccc(F)c(F)c2)cc1	-3	-3	-0.3	-14	-1.5	-1	-1.6	-3.0	-1

In the list so far, eight have an NH in an aromatic ring:
SMILES	CCHF vOTU inh	Mtb FBA inh	UGM FP inh	BoNT F protease	BoNT-A LC inh2	GDH-TPI counter	BioA inh	FadD28 FP inh	PrPC surface inh
O=C(CSc1ncn[nH]1)NCCC(c1ccccc1)c1ccccc1	0	-2	-1.7	-5	0.1	-10	0.7	-6.1	4
Cc1[nH]c(=O)[nH]c(=O)c1S(=O)(=O)Nc1ccc(F)c(Cl)c1	15	-1	1.9	-6	-1.7	8	0.9	-2.2	-3
CCOc1c(Br)ccc2c1sc1nc[nH]c(=O)c12	7	-2	2.0	-10	-0.4	6	-2.5	-1.5	1
S=c1[nH]nc(-c2ccccn2)n1/N=C/c1ccc(Cl)c(Cl)c1	-3	1	-1.1	-24	-0.7	-1	1.6	0.1	2
CCOC(=O)c1ccc(NC(=O)c2nc[nH]c2C(=O)NCCNC(=O)c2[nH]cnc2C(=O)Nc2ccc(C(=O)OCC)cc2)cc1	23	0	-1.2	-3	-0.8	8	-2.3	0.3	1
COc1cccc(/C=N/NC(=O)c2cc3c(OC)cccc3[nH]2)c1O	-7	-5	-1.9	1	0.6	12	1.2	-4.4	0
Cc1ccc2nsnc2c1S(=O)(=O)N(Cc1ccco1)Cc1cc2ccc(C)c(C)c2[nH]c1=O	-3	3	x	-15	-4.6	6	-1.1	-1.5	0
NC(=O)C1(N2CCCCC2)CCN(C(=O)CSc2nc(C(F)(F)F)cc(=O)[nH]2)CC1	5	1	0.1	-1	-0.2	7	0.4	-2.0	-1

(next part)
SMILES	CCHF vOTU inh	Mtb FBA inh	UGM FP inh	BoNT F protease	BoNT-A LC inh2	GDH-TPI counter	BioA inh	FadD28 FP inh	PrPC surface inh
CCOc1nc(-c2ccccc2)ccc1-c1noc(-c2cccnc2)n1	-12	2	0.2	0	-0.2	9	-1.5	0.7	-1
OCC[C@@H]1C[C@@H](O)[C@H](O)[C@@]2(OCCc3ccccc32)O1	3	3	-0.5	1	-0.1	1	-1.8	0.0	6
COc1ccc(NC(=O)c2ccc3c(c2)OCO3)cc1Cl	-4	11	1.5	-6	-0.4	6	1.5	2.1	2
CC(NC(=O)OC(C)(C)C)C(=O)Oc1cc2oc(=O)cc(-c3ccccc3)c2cc1Cl (configuration not stated)	x	43*	-0.5	-2	-0.4	20	12	-1.0	x
NCCCn1cnc2ccccc21	-3	0	1.8	2	-0.6	-11	x	-5.0	-3
COc1ccc(Br)cc1C(=O)NC(=S)Nc1cc(-c2nc3ccccc3[nH]2)ccc1C	3	-1	-1.5	0	0.8	17	-1.0	-2.5	1
CC(NC(=O)c1ccc2c(c1)OCO2)c1cccc(C(F)(F)F)c1 (configuration not stated)	8	-1	-0.6	-8	-0.2	2	9.1	-4.1	1

Source: PubChem (several laboratories)
